# Abeta yeast res: A-beta toxicity reversal in yeast. 0.063% of 410,000 active. yeast expressing A-beta42, growth rescue, OD600, 48 h; response scale: 0% DMSO, 100% iron-clioquinol control. Potency, µM (series often up to 46.1 µM), without a hit: at the top dose growth rescue, actives largely listed as activators. AID 1347071; further: potency means the concentration at half of the fitted maximal effect; nearly all actives have a fitted effect of over 55% in size
#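 Growth rescue measured by 600 nm absorbance after 48 h yeast culture at 30 C with compound. Values normalized between DMSO and an equimolar ferric chloride plus clioquinol control.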
# D3 antag: D3 dopamine receptor (human) antagonism | P35462 | D3R cells, DiscoveRx beta-arrestin luminescence, antagonist mode; hits give low values | max response, negative = inhibition, % | 2.5% of 360,000 active; in the data active means max response below about -50%; inconclusive means no clear call, values can overlap the other calls; further: on the % scale 0 is the no-effect control and ±100 the full control effect; mostly tested at two doses, the higher about 12 µM
#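 Cells plated overnight at 1500 cells/well, then exposed to library compounds with dopamine controls for 90 minutes at 37 degrees C. DiscoveRx reagent added for 30–60 minutes at room temperature; luminescence read, quantitative HTS format.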
# TDP43 rescue: TDP-43 toxicity inhibition in yeast. TDP-43 expressing yeast growth rescue, BacTiter-Glo, 24 h. Potency, µM (doses to about 46.1 µM), for inactives: top-dose growth rescue (activation), usual class: activators. 1.8% of 410,000 active. AID 652104; further: potency means the concentration at half of the fitted maximal effect; % of control where 0% means no effect; nearly all actives have a fitted effect of over 50% in size
#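 Yeast cells expressing TDP-43 under galactose induction are exposed to compounds for 24 hr at 30 deg C. BacTiter-Glo luminescence measures growth, so protective compounds score as activators.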
# aSyn rescue: inhibitors of alpha-synuclein toxicity in yeast | Yeast expressing alpha-synuclein, growth rescue, BacTiter-Glo, 24 h | Potency, µM (highest dose often 46.1 µM), for the others: top-dose growth rescue (activation), usual class: activators | 0.14% of 370,000 active; further: potency means the concentration at half of the fitted maximal effect; % of control where 0% means no effect; nearly all actives have a fitted effect of over 65% in size
#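 Screening used galactose-induced yeast with toxic alpha-synuclein levels, exposed to compound for 24 hr at 30 deg C. Cell growth, read with BacTiter-Glo luminescence, gave the measured signal.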
# FUS yeast rescue: rescues growth of FUS-expressing yeast; Potency, µM (top dose mostly 76.6 µM), for the others: at the highest dose growth rescue (activation), hits mostly activators; 0.24% of 390,000 active; S. cerevisiae FUS-expressing, growth rescue, OD600, 24 h; AID 1347120;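 further: potency means the concentration at half of the fitted maximal effect; plate controls were DMSO vehicle for no effect and reference control for full effect; nearly all actives have a fitted effect of over 55% in size; some results filed as inactive show a strong effect at the top dose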
#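 Compound concentration series was pinned onto galactose-induced FUS-expressing yeast seeded at OD 0.005. Plates sat 24hr at 30C; absorbance at 600 nm gave growth. DMSO served as background control.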
# EPAC2 ag: agonists of human EPAC2 (RAPGEF4) | EPAC2 activation, biochemical qHTS; response scale: 100% = 6.5 mM cAMP response | Potency, µM (highest dose often 154 µM), inactives show at the top dose activation, actives largely listed as activators | 0.079% of 360,000 active | AID 720711; further: potency means the concentration at half of the fitted maximal effect; nearly all actives have a fitted effect of over 50% in size
# Target sequence (Q8WZA2 whole entry, looked up): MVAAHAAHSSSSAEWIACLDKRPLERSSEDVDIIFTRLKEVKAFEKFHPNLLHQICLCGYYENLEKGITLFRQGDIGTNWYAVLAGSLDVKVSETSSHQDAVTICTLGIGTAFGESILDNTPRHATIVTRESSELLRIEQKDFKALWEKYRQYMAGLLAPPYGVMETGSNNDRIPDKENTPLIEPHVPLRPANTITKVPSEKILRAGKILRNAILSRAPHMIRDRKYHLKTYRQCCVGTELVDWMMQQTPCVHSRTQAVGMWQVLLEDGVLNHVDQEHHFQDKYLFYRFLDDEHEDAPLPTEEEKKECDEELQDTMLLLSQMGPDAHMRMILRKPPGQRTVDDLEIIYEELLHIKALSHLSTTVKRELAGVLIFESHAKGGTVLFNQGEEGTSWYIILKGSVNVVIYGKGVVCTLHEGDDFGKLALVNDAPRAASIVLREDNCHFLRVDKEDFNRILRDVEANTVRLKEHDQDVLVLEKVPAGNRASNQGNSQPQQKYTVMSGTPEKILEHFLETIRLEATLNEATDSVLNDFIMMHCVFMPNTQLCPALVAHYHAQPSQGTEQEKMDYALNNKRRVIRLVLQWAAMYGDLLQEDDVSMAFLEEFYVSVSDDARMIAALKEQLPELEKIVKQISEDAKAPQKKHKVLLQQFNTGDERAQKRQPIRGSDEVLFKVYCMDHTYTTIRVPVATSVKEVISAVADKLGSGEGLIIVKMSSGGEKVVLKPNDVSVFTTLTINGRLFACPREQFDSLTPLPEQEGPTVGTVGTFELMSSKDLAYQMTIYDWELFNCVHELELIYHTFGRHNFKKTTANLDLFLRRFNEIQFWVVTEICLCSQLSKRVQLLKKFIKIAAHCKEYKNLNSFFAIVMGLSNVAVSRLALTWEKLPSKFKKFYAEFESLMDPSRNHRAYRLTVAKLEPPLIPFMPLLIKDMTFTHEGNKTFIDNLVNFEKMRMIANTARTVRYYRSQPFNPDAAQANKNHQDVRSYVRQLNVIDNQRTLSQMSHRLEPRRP
#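 Setup: EPAC2 100 nM, labeled Rap1B complex 250 nM, free GDP 50 uM. Compound titrations pinned in, brief spin, 5 min room temperature incubation. Kinetic fluorescence read over 30 min, normalized to 6.5 mM cAMP.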
# EPAC2 antagonist: antagonists of human EPAC2 | Q8WZA2 | EPAC2 GEF exchange of Rap1B-BODIPY-GDP, fluorescence | Potency, µM (titrated, usually from 114 µM), inactives show at the top dose activity, negative = inhibition, usual class: inhibitors | 0.18% of 360,000 active | AID 720708; further: potency means the concentration at half of the fitted maximal effect; on the % scale 0 is the no-effect control and ±100 the full control effect; nearly all actives have a fitted effect of over 45% in size; many of its hits are not listed in these tables
# D3 ag: D3 dopamine receptor (human) agonism. P35462. D3R DiscoveRx beta-arrestin cells, luminescence, 90 min. max activation, %. 0.58% of 410,000 active. AID 652048; in the data active means max activation above about 30%; further: 0% is about no effect; mostly tested at two doses, the higher about 12 µM
#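 Cells at 1500/well, incubated overnight, then treated with pinned compounds (dopamine as control) for 90 min at 37 degrees C. DiscoveRx reagent added for 30 - 60 minutes at room temperature; luminescence read.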
# Active calls of the source: *; u = inconclusive; x = no result given; [ ] = remark or other dose. Unless noted, the call rests on the fitted dose curve; in most records, active means well fitted curve in the direction sought with a large enough effect; inconclusive means small, poorly fitted or top-dose-only effect, or another doubt; inactive means no such curve, though single readings can be large; an effect the other way counts as inactive or inconclusive. An excerpt; count on the stated rates, not on these rows.
SMILES,Abeta yeast res,D3 antag,TDP43 rescue,aSyn rescue,FUS yeast rescue,EPAC2 ag,EPAC2 antagonist,D3 ag
COC(=O)c1c(-c2cccs2)csc1NC(=O)COc1ccccc1,-10%,x,-19%,x,20%,x,x,-9
Cc1ccc(Sc2ccc(S(=O)(=O)Nc3ccc(C(=O)O)cc3)cc2)cc1C,-32%[inhibitor],-12,u,-9%,-2%,-3%,u,-2
Cc1nc(-c2ccc(S(=O)(=O)NCc3ccc(F)cc3)cc2)co1,1%,x,0%,3%,-13%,x,x,2
COc1ccc([C@H]2C=C3CN(C(=O)OC(C)(C)C)S(=O)(=O)[C@H]3C[C@H]2OC(=O)c2cccs2)cc1,2%,4,11%,-3%,9%,1%,-2%,-5
CCOC(=O)N1CCN(C(=O)c2ccc3nc(-c4ccccc4)c(-c4ccccc4)nc3c2)CC1,-9%,-12,18µM*,4%,u,10%,-8%,-4
O=c1[nH]c(N2CCCCC2)nc2ncn(Cc3ccccc3)c12,3%,1,-8%,-1%,20%,6%,16%,-12
Cc1ccc(CCNC(=O)C2CCCN(S(=O)(=O)c3cccc4nsnc34)C2)cc1 (stereo unspecified),-8%,-19,-20%,17%,13%,8%,-2%,2
CCc1c(-c2ccccc2)nc2ccccc2c1C(=O)NC(C)c1ccccc1 (stereo unspecified),-12%,x,20%,x,u,x,x,15
COc1ccc(S(=O)(=O)N2CCCCCC2)cc1NC(=O)CCNC(=O)c1ccccc1Cl,6%,15,21%,0%,21%,-5%,4%,1
COc1cccc(C(=O)NNc2nc(C)cc(C)n2)c1,3%,17,8%,2%,x,7%,3%,2
COc1ccc2c(c1)CO[C@]21O[C@H](CCO)C[C@H](O)[C@H]1O,-11%,-69*,11%,-8%,-29%,8%,5%,-12
CCN(CCCNC(=O)c1ccc(Sc2ccc(Cl)cc2)c(NC(C)=O)c1)c1ccccc1,-10%,x,-5%,x,u,x,x,-6
CCOc1ccc(CN(C)Cc2cc(=O)oc3c(C)c(C)ccc23)cc1OC,2%,19,-7%,2%,9%,4%,-18%,24
C=CCSc1nc(Cc2ccc(Cl)cc2)nc2ccccc12,-1%,-21,-8%,1%,9%,9%,-5%[57.1 µM],-5
CC(=O)c1cccc(Nc2ccc(Br)cc2)c1,-1%,1,14µM*,-13%,-40%,16%,-16%,-3
CCCSc1nc2c(c(=O)[nH]1)C(c1ccc(F)cc1F)CC(=O)N2 (stereo unspecified),-20%,x,0%[9.22 µM],x,-13%,x,x,4
COc1cccc(N2CCN(c3c(C#N)c(C(F)(F)F)nn3C)CC2)c1,u,1,u,-4%,10%,2%,-9%,10
CC(C)[C@@H](N)C(=O)NCC1CCC(C(=O)N[C@@H](Cc2ccccc2)C(=O)O)CC1 (stereo partly specified),-15%,-27,-15%,-3%,5%,6%,-4%,-18
COc1ccc([N+](=O)[O-])cc1Nc1c2ccccc2nc2ccccc12,8%,-26,-4%,-5%,0%,6%,4%,-4
CC(=O)c1c(C)[nH]c(C2=NNC(=NCc3ccccc3)SC2)c1C,-93%[inhibitor],7,6%,-2%,12%,6%,7%,4
Cc1c2ccccc2cc[n+]1CCCS(=O)(=O)[O-],-8%,-19,-35%[inhibitor][0.397 µM],-7%,10%,-6%,13%,-7
O=C(O)CCN=CC1=C(O)CC(c2ccccc2)CC1=O (stereo unspecified),-13%,-17,-9%,-1%,19%,2%,3%,-10
Cc1ccc(CC(=O)NNC(=O)c2cccs2)cc1C,3%,2,-17%,12%,-3%,5%,12%,5
CC1CCCN(Cc2c(O)ccc3c(=O)c(-c4ccccc4Cl)c(C(F)(F)F)oc23)C1 (stereo unspecified),0%,x,9%,x,-10%,x,x,5
Oc1ccccc1Oc1ncc(Br)c(N2CCOCC2)n1,4%,13,27%,u,-1%,2%,1%,7
Cc1cc(C)cc(NC(=O)CCn2c(=S)[nH]c3ccccc3c2=O)c1,19%,0,13%,-1%,2%,2%,1%,1
O=C1C2C(c3cccc(/C=C/c4ccccc4)c3)CC=CC2C(c2ccc3ccccc3c2)N1Cc1ccccc1 (stereo unspecified),4%,29,15%,0%,21%,1%,-4%,0
CCC(=O)N1CCc2cc(CNS(=O)(=O)c3ccc(CC(C)C)cc3)ccc21,-3%,x,u,x,23%,x,x,5
O=C(Nc1cccc(Cl)c1)c1cc(S(=O)(=O)N2CCCc3ccccc32)ccc1F,11%,x,-3%,x,38%,x,x,-8
Cc1cnc(C(=O)OCC(=O)NCc2cccc(Cl)c2)cn1,-2%,-15,11%,-21%,13%,7%,-1%,5
Clc1ccccc1-c1nnc(-c2ccccc2CNc2ccccc2)o1,-7%,x,11%,x,2%,x,x,3
CCOc1ccc(N2C(=O)Nc3ccc(Br)cc3C2(O)C(=O)NCCCN(C)C)cc1 (stereo unspecified),13%,-24,0%,-1%,8%,6%,6%,11
CCN(CC)C(=O)CSc1nc(O)cc(=O)n1CC,4%,23,-20%,-2%,36%,-2%,4%,0
CC1CC(C)CN(CCCNC(=O)Cn2ncc3c(=O)oc4ccccc4c32)C1 (stereo unspecified),-2%,u,3%,-2%,-19%,-2%,17%,-11
COc1ccccc1C(=O)Nc1ccnn1C1CCN(Cc2cnn(C)c2C)CC1,-15%,6,8%,1%,24%,-2%,4%,1
Cc1nnc(NC(=O)/C=C/c2ccco2)s1,1%,-3,14%,-1%,x,0%,8%,-9

# Of the compounds above, these have a thiophene ring, fused or not:
SMILES,Abeta yeast res,D3 antag,TDP43 rescue,aSyn rescue,FUS yeast rescue,EPAC2 ag,EPAC2 antagonist,D3 ag
COC(=O)c1c(-c2cccs2)csc1NC(=O)COc1ccccc1,-10%,x,-19%,x,20%,x,x,-9
COc1ccc([C@H]2C=C3CN(C(=O)OC(C)(C)C)S(=O)(=O)[C@H]3C[C@H]2OC(=O)c2cccs2)cc1,2%,4,11%,-3%,9%,1%,-2%,-5
Cc1ccc(CC(=O)NNC(=O)c2cccs2)cc1C,3%,2,-17%,12%,-3%,5%,12%,5

# (listing goes on)
SMILES,Abeta yeast res,D3 antag,TDP43 rescue,aSyn rescue,FUS yeast rescue,EPAC2 ag,EPAC2 antagonist,D3 ag
CC1(CCc2ccccc2)NC(=O)N(CC(=O)Nc2ccccc2)C1=O (stereo unspecified),3%,-17,12%,-1%,-3%,1%,5%,4
O=c1c2oc3ccccc3c2n(Cc2ccc(Cl)cc2)c(=O)n1Cc1ccccc1,-7%,x,6%,x,24%,x,x,-5
O=C(NCc1ccccc1)C1c2ccccc2OCC(=O)N1Cc1ccc2c(c1)OCO2 (stereo unspecified),-7%,9,-7%,-1%,8%,3%,7%,-2
Clc1cccc(-n2cc(-c3ccccc3)c3c(NC4CCCC4)ncnc32)c1,6%,x,0%,x,2%,x,x,-5
CCN(CC)C(=O)CSc1nnc(-c2ccccn2)n1-c1ccccc1OC,u,1,-5%,-4%,-9%,1%,1%,1
C/C(N)=C(/C#N)C(=O)CSc1nc2ccc(C)cc2[nH]1,3%,-29,-24%,-6%,u,3%,-6%,-22
COc1cc(C(=O)Nc2cccc(-c3nncn3C)c2)cc(OC)c1OC,6%,-12,-11%,2%,-2%,11%,-4%,3
CCOc1ccc(NC(=O)CN(C)C(=O)COc2cccc3c2OC(C)(C)C3)cc1OCC,13%,-25,14%,3%,18%,8%,4%,6
O=C1Nc2ccccc2Cc2ccccc21,5%,4,1%,9%,-29%,-2%,3%,2
CSc1ncccc1C(=O)Nc1cccc(S(=O)(=O)N2CCOCC2)c1,9%,10,8%,1%[1.84 µM],-3%,3%,2%,-4
CN1CCN(C(=O)Cn2c(-c3cccs3)cc3ccccc32)CC1,4%,x,12%,x,-11%,x,x,3
O=[N+]([O-])c1ccc(N2CCCC2)nc1,-3%,5,12%,8%,20%,12%,1%,-6
CN1C(=O)C(C(=O)NC(C)(C)C)C2c3ccccc3OC13CCCCC23 (stereo unspecified),10%,14,9%,6%,22%,-6%,-3%,3
Cc1nc2ccc(Br)cc2c2c1CC(CO)O2 (stereo unspecified),-7%,-14,11%,1%,9%,3%,-15%,-1
COc1cc(/C=N/Nc2nc3ccccc3[nH]c2=O)ccc1O,-18%,-2,6%,-14%,-5%,-1%,-6%,3
CC1(C)CC2(CCO1)OC(=O)CC2C(=O)NCCc1ccccc1 (stereo unspecified),2%,-17,21%,-15%,32%,5%,18%,2
Cc1ccc(S(=O)(=O)N2CCN(S(=O)(=O)N3CCOCC3)CC2)c(C)c1,-29%,-1,-15%,1%,6%,13%,-2%,-13
COc1ccc2c(c1)O[C@H]1c3ccc(O)cc3OC[C@@H]21,u,0,u,-1%,-5%,13%,-12%,-12
CCOC(=O)Cn1nc(NC(=O)c2ccc3c(c2)OCO3)cc1C,0%,4,5%,-5%,x,1%,6%,-3
CN(c1ccc(OCC(=O)N2CCOCC2)cc1)S(=O)(=O)c1ccc(Cl)cc1,-1%,-1,-5%,1%,8%,6%,4%,3
O=C(NC1CC1)C1CCCN(C(=O)Nc2ccc(F)cc2)C1 (stereo unspecified),0%,-6,-5%,-10%,x,11%,12%,-16
CCn1c(N2CCN(C(=S)NC)CC2)nc2ccccc21,0%,-13,-7%,0%,5%,14%,0%,-12
Cc1ccc2c(c1)C(=O)CCCCC(=O)N2,-3%,-9,-10%,0%,-6%,-4%,0%,2
CCN(CC)C(=O)C1CC(c2ccc(OC)cc2)=NO1 (stereo unspecified),-8%,-13,-16%,-1%,32%,0%,8%,11

# One compound at a time, from the list above. Values in the order: Abeta yeast res, D3 antag, TDP43 rescue, aSyn rescue, FUS yeast rescue, EPAC2 ag, EPAC2 antagonist, D3 ag
# COc1ccc2c(c1)O[C@H]1c3ccc(O)cc3OC[C@@H]21 reads u, 0, u, -1%, -5%, 13%, -12%, -12
# Cc1ccc(S(=O)(=O)N2CCN(S(=O)(=O)N3CCOCC3)CC2)c(C)c1 reads -29%, -1, -15%, 1%, 6%, 13%, -2%, -13
# Cc1nc2ccc(Br)cc2c2c1CC(CO)O2 (stereo unspecified) reads -7%, -14, 11%, 1%, 9%, 3%, -15%, -1

# Additional entries.
SMILES,Abeta yeast res,D3 antag,TDP43 rescue,aSyn rescue,FUS yeast rescue,EPAC2 ag,EPAC2 antagonist,D3 ag
C#CCN(CC=C)C(=O)CCc1nnc(COc2ccccc2)o1,-15%,-5,-1%,-4%,-24%,6%,1%[57.1 µM],3
CCOC(=O)NC(NS(=O)(=O)c1ccccc1)(C(=O)OCC)C(F)(F)F (stereo unspecified),-18%,-21,-21%,-10%,x,9%,-3%,-13
CCOC(=O)Cc1csc(NS(=O)(=O)c2ccc3c4c(cccc24)C(=O)N3CC)n1,-8%,-66*,-23%,-4%,u,4%,29%,0
CN(CC(=O)NCc1ccccc1)S(=O)(=O)c1ccc2[nH]c3c(c2c1)CCCC3,-15%,x,9%,x,20%,x,x,-21
